# Compound activity (PubChem)
# ALOX12 inh: inhibitors of human 12S-lipoxygenase ALOX12 | P18054 | purified 12hLO, xylenol orange hydroperoxide absorbance | Potency, µM (doses to about 108 µM), inactives show at the top dose activity change, negative = inhibition, most hits filed as inhibitors | 1.1% of 580,000 active | AID 1671190; also: potency is read from the fitted curve at half-maximal effect; % is scaled to controls: 0 for no effect and ±100 for the full control effect
#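 Purified human 12hLO (150 nM final) in 25 mM Hepes, 0.01% Triton X-100, pH 7.0 was preincubated 15 min at room temperature with compound. Then 40 uM arachidonic acid was added, 30 min. Hydroperoxide was read by Fe-XO absorbance ratio 573/405 nm.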
# JMJD2A Tudor inh: JMJD2A Tudor domain (human) inhibition; O75164; AlphaScreen JMJD2A-Tudor / H3K4me3 peptide binding; Potency, µM (highest dose often 114 µM), for the others: top-dose activity change, negative = inhibition, hits mostly inhibitors; 4.4% of 390,000 active; also: potency is read from the fitted curve at half-maximal effect; % is scaled to controls: 0 for no effect and ±100 for the full control effect; nearly all actives have a fitted effect of over 50% in size
# GLS inh: glutaminase GLS (human) inhibition; O94925; GLS enzymatic activity, qHTS titration; Potency, µM (doses to about 45.5 µM), for the others: at the highest dose activity change, negative = inhibition, most hits filed as inhibitors; 0.21% of 410,000 active; also: potency is read from the fitted curve at half-maximal effect; % is scaled to controls: 0 for no effect and ±100 for the full control effect
#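 hKGA in 45 mM KH2PO4 pH 8.2, 0.02% Tween-20 with pin-transferred compounds; 1 mM L-glutamine (stock) plus glutamate oxidase/HRP/Amplex Red coupling added. Fluorescence read initially and after 30 min at RT.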
# PI4K2A inh: blocks human PI4K2A kinase activity. AID 1346378. activity change, negative = inhibition, % at 76.9 µM. Q9BTU6. 0.13% of 420,000 active. purified PI4K2A, ADP-Glo luminescence, 1 h; active compounds read low; in the data active = activity change below about -50%; inconclusive = mostly about -30% to -49%;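 also: -100% = wells without enzyme as full effect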
#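 In this quantitative HTS, ADP production by PI4K2A was quantified luminescently after 1 h at ambient temperature; 100 microM adenosine served as plate-quality control.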
# RGS4 inhibitor: blocks human RGS4-accelerated GTP hydrolysis; AID 504845; P49798; 0.039% of 390,000 active; Transcreener GDP fluorescence polarization, RGS4-accelerated GTP hydrolysis; Potency, µM (top dose mostly 114 µM), inactives show at the highest dose activity change, negative = inhibition, hits mostly inhibitors; also: potency is read from the fitted curve at half-maximal effect; % is scaled to controls: 0 for no effect and ±100 for the full control effect; nearly all actives have a fitted effect of over 75% in size; some results filed as inactive show a strong effect at the top dose
# Target sequence (P49798 whole entry, looked up): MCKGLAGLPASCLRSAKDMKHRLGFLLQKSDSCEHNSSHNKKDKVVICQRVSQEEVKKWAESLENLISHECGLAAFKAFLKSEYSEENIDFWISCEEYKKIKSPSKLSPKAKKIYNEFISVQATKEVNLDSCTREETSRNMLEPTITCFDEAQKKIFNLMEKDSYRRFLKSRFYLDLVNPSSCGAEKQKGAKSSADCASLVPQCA
#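 MLSMR compounds (23 nl, pin-transferred) preincubated 10 min at room temperature with a 500nM (2x) first reagent, then RGS4 at 900nM (2x) plus Transcreener GDP mix added; fluorescence polarization (620/688 nm) read before and after 90 min at 30 °C.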
# BAZ2B inh: blocks human BAZ2B. 4.4% of 360,000 active. Potency, µM (series often up to 114 µM), for inactives: at the top dose activity change, negative = inhibition, usual class: inhibitors. AlphaScreen BAZ2B-H3K14Ac peptide displacement; also: potency is read from the fitted curve at half-maximal effect; % is scaled to controls: 0 for no effect and ±100 for the full control effect; nearly all actives have a fitted effect of over 60% in size
#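 Compounds, titrated to a top concentration of 110 uM, were incubated 30 min at room temperature with preformed BAZ2B/acetyl-K14 H3 peptide complex (50 nM each). Proximity signal was measured by AlphaScreen after 20 min with beads.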
# ERG-DNA inh: ERG Ets/DNA interaction inhibition | P11308 | fluorescence polarization, His-ERG Ets domain / labelled DNA | Potency, µM (series often up to 76.9 µM), for inactives: at the top dose FP activity, negative = inhibition, actives largely listed as inhibitors | 0.028% of 370,000 active | AID 624246; active = well fitted inhibition curve with a large enough effect in the polarisation, with a control signal flat; inconclusive = small, poorly fitted or top-dose-only effect, or effect the other way, or a change in a side signal; inactive = no such curve, though single readings can be large or run the other way; the % refers to the polarisation;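 also: polarization taken with two DNA probes labelled with fluorescein and Texas red; potency is read from the fitted curve at half-maximal effect; % of control where 0% means no effect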
# Target sequence (P11308 whole entry, looked up, the tested form may be a part): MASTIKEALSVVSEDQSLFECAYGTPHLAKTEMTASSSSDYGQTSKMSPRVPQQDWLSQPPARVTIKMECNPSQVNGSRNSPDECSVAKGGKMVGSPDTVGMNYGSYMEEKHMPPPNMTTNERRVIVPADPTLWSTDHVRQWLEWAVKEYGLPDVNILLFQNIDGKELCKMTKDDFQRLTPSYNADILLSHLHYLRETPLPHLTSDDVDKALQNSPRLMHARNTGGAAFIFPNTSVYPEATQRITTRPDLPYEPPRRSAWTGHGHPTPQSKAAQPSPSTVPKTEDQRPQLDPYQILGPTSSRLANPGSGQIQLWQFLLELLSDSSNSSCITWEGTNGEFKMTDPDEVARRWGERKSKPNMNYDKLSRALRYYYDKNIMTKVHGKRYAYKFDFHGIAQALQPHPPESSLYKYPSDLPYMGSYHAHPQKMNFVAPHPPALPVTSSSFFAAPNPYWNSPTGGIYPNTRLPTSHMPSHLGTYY
#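 His-tagged ERG Ets domain (1 uM in the protein solution; 300mM KCl, 50mM Tris-HCl, 1mM EDTA, 1mM DTT, pH 7.5) received compound, then a probe mix of 5 nM fluorescein-DNA and 100nM Texas-615-DNA. Fluorescence polarization was read for both dyes.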
# G9a block: G9a (human) methyltransferase inhibition; Q96KQ7; G9a H3K9 monomethylation, AlphaScreen, 2 h; Potency, µM (doses to about 102 µM), without a hit: top-dose activity, negative = inhibition, most hits filed as inhibitors; 8.8% of 350,000 active; AID 504332; also: potency is read from the fitted curve at half-maximal effect; % is scaled to controls: 0 for no effect and ±100 for the full control effect; nearly all actives have a fitted effect of over 75% in size
#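 G9a (20 nM) was preincubated 15 min with compound, then reacted 2 h at room temperature with 500 nM biotin-H3K9 peptide and 20 µM SAM. Monomethyl-H3K9 detected by AlphaScreen using anti-H3K9me1 antibody.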
# HP1b binding inh: blocks HP1-beta chromodomain binding to methylated histone tails. P83916. 0.56% of 390,000 active. AlphaScreen HP1-beta / biotin-H3K9me3 peptide binding. Potency, µM (highest dose often 114 µM), without a hit: at the highest dose activity change, negative = inhibition, hits mostly inhibitors. AID 540317; also: potency is read from the fitted curve at half-maximal effect; nearly all actives have a fitted effect of over 70% in size; inactives centre near 23
# Target sequence (P83916 whole entry, looked up): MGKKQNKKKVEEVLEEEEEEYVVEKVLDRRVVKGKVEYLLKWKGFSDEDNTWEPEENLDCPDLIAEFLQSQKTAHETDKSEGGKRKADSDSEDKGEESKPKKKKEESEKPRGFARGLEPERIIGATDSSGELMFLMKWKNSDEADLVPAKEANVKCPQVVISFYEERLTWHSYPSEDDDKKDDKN
#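 Compound inhibition of the preformed complex between 50 nM HP1-beta and 50 nM biotinylated H3K9me3 peptide was read by AlphaScreen. Buffer was PBS pH 7.4 with 0.01% Tween-20. Incubations ran 30 min at room temperature, with 10 ug/mL donor/acceptor beads.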
# Numbers without * were called inactive; i = inactive; u = inconclusive; x = no result given; & = joins results of further samples; [ ] = remark or other dose. Unless noted, calls follow the shape of the dose curve; as a rule, active = well fitted curve in the direction sought with a large enough effect; inconclusive = small, poorly fitted or top-dose-only effect, or another doubt; inactive = no such curve, though single readings can be large; an effect the other way counts as inactive or inconclusive. The list is partial, so the mix of outcomes need not match the whole.
SMILES,ALOX12 inh,JMJD2A Tudor inh,GLS inh,PI4K2A inh,RGS4 inhibitor,BAZ2B inh,ERG-DNA inh,G9a block,HP1b binding inh
O=C(NC1CCCC1)C1CCCN(S(=O)(=O)c2cccc3cccnc23)C1 (stereo not drawn),11%,-23%,6%,4,-30%,-5%,-4%,5%[59 µM],12%
CCCCCCCc1nc2c(=O)n(C)c3ccccc3c2o1,-13%,4%,x,0,-32%,11%,4%,1%[59 µM],38%[activator]
CN(Cc1ccccc1)C(=O)COC(=O)c1cc2ccccc2oc1=O,3%&22%,-12%,-3%,-1,8%,x,3%,x,28%
COc1ccccc1C(=O)N(CCC1CCCN1C)c1nc2ccccc2s1 (stereo not drawn),4%,-12%,u,-3,-9%,-12%,-7%,u,12%
Nc1nnc(CCS(=O)(=O)c2cc(Cl)ccc2Cl)s1,i,10%,-10%,-11,-24%,-1%,-6%,u,42%[activator]
O=C(COC(=O)c1cc(F)cc(F)c1)NCCCc1ccccc1,-24%,-6%,0%,10,29%,-1%,0%,11%[2.33 µM],35%
Cc1cccc(S(=O)(=O)Nc2ccc(-c3cn4ccccc4n3)cc2)c1,-7%,u,19%,3,-9%,u,-10%,-7%[59 µM],-16%
CNC(=O)COc1ccc(C=O)cc1OC,-16%,-16%,7%,6,-3%,8%,15%,26%[59 µM],25%
CC(=C/c1ccco1)/C=N/NC(=O)c1ccncc1,148%[activator],-12%,10%,1,-28%,-23%,3%,8%[59 µM],21%
CC(C)OCCCNC(=O)C1CC(=O)N(CCc2ccccc2)C1 (stereo not drawn),-12%,1%,1%,6,-3%,15%,15%,63%[activator],30%
Cc1ccccc1OCC(=O)N=Nc1c(O)n(C)c2ccccc12,6%,-32%,-3%,8,-4%[56.9 µM],-6%,5%,x,40%[activator]
CCN(CC(=O)Nc1c(F)cccc1F)C(=O)CCc1nc2cc(S(=O)(=O)N(C)C)ccc2n1CC,6%,-6%,3%,-1,-9%,-1%,-2%,-8%[12.7 µM],19%
CCc1ccc(N2CCN(C(=O)c3ccc4c(c3)OCO4)CC2)cc1,2%,-26%,4%,4,-18%,-30%,-1%,3%,-3%
COc1cccc(-n2nc(C(N)=O)c(O)cc2=O)c1,u,-11%,14%,7,27%,-32%,1%,-50%,29%
CC(Nc1ncnc2ccccc12)c1ccccc1 (stereo not drawn),-6%,-23%,-12%,-3,-19%[56.9 µM],5%,3%,x,19%

# Entries of single compounds, quoted from the list.
# Shown for Nc1nnc(CCS(=O)(=O)c2cc(Cl)ccc2Cl)s1 → ALOX12 inh: i; JMJD2A Tudor inh: 10%; GLS inh: -10%; PI4K2A inh: -11; RGS4 inhibitor: -24%; BAZ2B inh: -1%; ERG-DNA inh: -6%; G9a block: u; HP1b binding inh: 42%[activator]
# Shown for CCN(CC(=O)Nc1c(F)cccc1F)C(=O)CCc1nc2cc(S(=O)(=O)N(C)C)ccc2n1CC → ALOX12 inh: 6%; JMJD2A Tudor inh: -6%; GLS inh: 3%; PI4K2A inh: -1; RGS4 inhibitor: -9%; BAZ2B inh: -1%; ERG-DNA inh: -2%; G9a block: -8%[12.7 µM]; HP1b binding inh: 19%

# (continued)
SMILES,ALOX12 inh,JMJD2A Tudor inh,GLS inh,PI4K2A inh,RGS4 inhibitor,BAZ2B inh,ERG-DNA inh,G9a block,HP1b binding inh
COc1ccc(C(=O)COC(=O)c2cnc(C)cn2)c(OC)c1,-25%,-19%,-1%,-4,7%,7%,-6%,-23%,-5%
CCn1c(C)nc2cc(C(=O)NNC(=O)c3ccc(C)cc3)ccc21,-5%,4%,3%,5,0%,9%,15%,30%[2.33 µM],41%[activator]
COC(=O)c1cn(CC(=O)N2CCCCC2C)c2ccccc12 (stereo not drawn),4%,-3%,2%,9,-7%,-1%,-3%,-4%[12.7 µM],7%
CC1(C)C2CCC1(C)C(NCC(O)COc1ccc(C#N)cc1)C2 (stereo not drawn),0%,13µM*,-9%,13,18%,25µM*,u,u,-23%
CCc1ccc(C(O)(CC(C)C)C(CN2CCOCC2)c2ccccc2)cc1 (stereo not drawn),u,-23%,-5%,2,-6%,0%,-3%,7%,19%
Cc1noc(C)c1S(=O)(=O)NC1CCCc2ccccc21 (stereo not drawn),0%[57.4 µM],1%,-1%,0,-41%,5%,-6%,-5%[59 µM],57%[activator]
Cc1ccccc1C1c2[nH]c3ccccc3c2CCN1CCCn1cccn1 (stereo not drawn),1%,u,9%,2,29%,u,1%,u,-17%
COc1cccc(CNc2nc(-c3cccnc3)nc3ccccc23)c1,14%,-20%,0%,4,-20%,-30%,-2%,-1%,27%
O=C1C2C(c3ccccc3)C=CC(c3ccccc3)C2C(=O)N1CCO (stereo not drawn),15%,-10%,0%,-2,14%,-14%,x,-1%,8%
CCCCC(=O)N(CCOC)c1nnc(-c2cccnc2)s1,-5%,-8%,5%,8,-9%,-8%,4%,38%[0.501 µM],42%[activator]
COc1ccc(C(=O)NCCSc2c(C)[nH]c3ccccc23)cc1,-18%,-33%,1%,-1,17%,71µM*,-6%,-49%[59 µM],16%
CCC(c1nnnn1CCc1ccccc1)N(Cc1ccco1)Cc1cc2c(C)ccc(C)c2[nH]c1=O (stereo not drawn),u,u,0%,-14,-1%,x,-2%,u,14%
CCCn1c(-c2ccc(C(=O)OC)cc2)nc2c1c(=O)[nH]c(=O)n2Cc1ccccc1,-5%,1%,7%,3,21%,2%,-6%,14%,-1%
Cc1cccc(C(=O)NCCCN2CCCC2=O)c1,0%,-14%,-2%,-2,-25%,u,0%,17%,27%
Cc1ccc(Cn2c(SCCN3CCOCC3)nc3c2c(=O)n(C)c(=O)n3C)cc1,-17%,-19%,-8%,-1,-4%,8%,x,15%,18%
Cc1cccc(-n2ncc3c(N4CCCC4)ncnc32)c1,5%,-2%,-1%,0,1%,0%,x,4%[59 µM],40%[activator]
CCCOc1c(Br)cc(C2C3=C(CCCC3=O)N(CC)C3=C2C(=O)CCC3)cc1OC,u,28%,0%,3,-8%,13%,-9%,30%,57%[activator]
CCOC(=O)c1c(NC(=S)Nc2ccccc2)sc2c1CCN(CC)C2,u,-1%,7%,-15,-36%,-35%,9%,35µM*,25%
COc1cccc(NC(=O)c2nc(SC)ncc2Cl)c1,-6%,-5%,-6%,-9,9%,-1%,2%,-15%,37%
CCCN(CCC)C(=O)Cn1c(=O)n(-c2ccc(CC)cc2)c(=O)c2c3c(sc21)CCC3,-16%,-12%,2%,1,4%,13%,-10%,6%[59 µM],24%
O=C(Nc1cc(S(=O)(=O)N2CCCCC2)ccc1Oc1ccccc1)C1=COCCO1,-1%,-27%,-5%,1,-20%,-28%,-6%,-5%,16%
O=c1cnc(-c2ccc(Cl)cc2)cn1O,50µM*,89µM*,-4%,-6,-2%,u,-4%,2%,1%
CC(C)CN1CCN(Cc2c[nH]c3ccccc23)CC1CCO (stereo not drawn),-15%,-17%,14%,-2,0%,-4%,0%,10%[0.501 µM],18%
Cc1c(C(=O)OCc2ccccc2)nnn1-c1nonc1N,22%,-6%,-1%,-7,4%,10%,-4%,24%[2.33 µM],28%
CCn1nc(NS(=O)(=O)c2ccccc2[N+](=O)[O-])c2cc3ccc(C)cc3nc21,x,-30%,20%,-1,-30%,-33%,-8%,x,4%
CCc1ccc(-c2cc(C)no2)cc1S(=O)(=O)NCCc1ccc(S(N)(=O)=O)cc1,-5%,-11%,-4%,-2,3%,-20%,-2%,-29%,30%
Cc1ccc(C(C(=O)NC(C)(C)C)N(CC2CCCO2)C(=O)c2csnn2)cc1 (stereo not drawn),1%,-16%,u,-3,18%,-4%,-4%,11%,-20%
COc1ccccc1CCNC(=O)C(=O)NCC(c1ccc2c(c1)OCO2)N1CCOCC1 (stereo not drawn),-7%,-14%,-5%,2,-6%,-30%,8%,-13%[59 µM],5%[57 µM]
Oc1cc(Nc2ccccc2)cc2cccnc12,u,u,0%,-1,0%,u,x,19%[12.7 µM],17%
CC(C)c1ccc(-c2nc(N3CCOCC3)[nH]c(=O)c2C#N)cc1,27%,-19%,24%,0,35%,-24%,x,3%[12.7 µM],16%
Cc1ccc(-c2nnc(Sc3nc4ccccc4o3)c3ccccc23)cc1,1%,-18%,15%,-7,-31%,17%,1%,5%[0.0925 µM],21%
O=C1/C(=C/c2cccnc2)Cc2ccc(Cl)cc21,-4%,-11%,-4%,3,-5%,5%,10%,10%[12.7 µM],35%
COc1ccc(C(=O)N/C(=C\c2ccccc2)C(=O)NCCCn2ccnc2)cc1,-7%,13%,-6%,5,9%,6%,3%,1%,22%
Cc1nc(N)ncc1Sc1ccc(Cl)cc1,14%,-12%,5%,5,-10%,-16%,-27%,30%,14%
CCSc1nc2c(c(=O)[nH]1)C(c1ccncc1)C(C(=O)OC(C)C)=C(C)N2 (stereo not drawn),0%,-11%,2%,-2,-15%,1%,7%,x,54%[activator]
CN(C)N1C(N)=C(C#N)C(c2cccnc2)C2=C1CCCC2=O (stereo not drawn),-9%,-4%,u,-1,-14%,8%,-6%,5%[59 µM],20%
Cc1cc(-c2ccc(C)c(S(=O)(=O)N3CCCC(C)C3)c2)on1 (stereo not drawn),-27%,21%,3%,-2,-6%,35%,-4%,14%[59 µM],67%[activator]
